Assay outcomes from PubChem BioAssay.
MPTP inh: blocks calcium-induced mitochondrial swelling | isolated mouse mitochondria, Ca2+ swelling absorbance, 30 min | inhibition, % at 10 µM | actives 1.4% (n = 360,000) | AID 602449;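 active means inhibition of 50% or more, scaled per plate between neutral and stimulator controls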;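 further: 0% = DMSO wells given calcium and 100% = 1 mM EGTA wells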
GRIN3A LBD mod: NR3A (human) ligand-binding domain modulation; Tm shift relative to glycine control, % at 25 µM; NR3A LBD differential scanning fluorimetry, Tm shift; 0% = protein alone, 100% = glycine-bound protein; actives 2.5% (n = 340,000);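 active means melting temperature shift of at least 10% of the positive control shift, at one fixed dose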
tim10-1 inh: tim10-1 yeast growth inhibition; actives 2.2% (n = 330,000); inhibition, % at 20 µM; AID 463190; S. cerevisiae tim10-1 ts strain growth, BacTiter-Glo, 24 h;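 active means inhibition of at least 40%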;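 further: mutant grown at 25 °C; 0% = DMSO wells with yeast and 100% = wells holding no yeast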
beta cell repl: inducers of beta-cell replication in MIN6 cells. MIN6 cells proliferation, ATPlite luminescence, 48 h; cells starved in 0.2% serum; 100% = growth in 10% serum. proliferation, % at 10 µM. actives 0.29% (n = 330,000);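 active means compounds whose signal lies at least 3.5 SD above the mean of all wells on their plate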;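 further: 0% = DMSO-treated cells in low-serum medium and 100% = 10% serum control; some compounds called inactive have numbers as strong as hits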
APJ antag: blocks the human apelin receptor APJ. P35414. CHO-K1 APJ beta-arrestin complementation, luminescence. actives 0.32% (n = 330,000). inhibition, % at 20 µM. AID 2521;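 active means inhibition above about 40% at 20 µM, limit read from the data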;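 further: cells challenged with 10 nM apelin-13 agonist together with compound; plate controls were apelin-13 plus DMSO wells for no effect and DMSO wells lacking apelin-13 for full effect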
Target sequence (P35414 whole entry, looked up): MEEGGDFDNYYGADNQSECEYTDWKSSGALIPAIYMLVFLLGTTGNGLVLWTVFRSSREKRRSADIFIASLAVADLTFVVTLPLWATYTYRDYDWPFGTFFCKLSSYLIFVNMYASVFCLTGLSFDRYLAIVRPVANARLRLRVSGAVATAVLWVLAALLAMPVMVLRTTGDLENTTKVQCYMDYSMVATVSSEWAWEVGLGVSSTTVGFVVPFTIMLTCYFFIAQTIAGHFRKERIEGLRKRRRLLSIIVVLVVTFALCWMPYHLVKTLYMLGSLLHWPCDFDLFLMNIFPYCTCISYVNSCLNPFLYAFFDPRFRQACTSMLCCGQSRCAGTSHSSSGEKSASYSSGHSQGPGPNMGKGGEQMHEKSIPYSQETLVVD
NALP3 yeast inh: inhibitors of NALP3 inflammasome in yeast. Yeast reconstituted NLRP3/ASC/caspase-1, beta-gal luminescence, 24 h. inhibition, % at 10 µM. actives 0.39% (n = 330,000). AID 2825;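 active means inhibition of 50% or more; inactive means inhibition below 50%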;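 further: plate controls were induced DMSO wells for no effect and uninduced yeast grown without galactose for full effect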
TIM10 inh: TIM10 yeast growth inhibition; S. cerevisiae TIM10 strain growth, BacTiter-Glo luminescence, 24 h; inhibition, % at 10 µM; actives 1.4% (n = 330,000);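 active means inhibition of 40% or more at the single tested concentration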;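 further: wild-type TIM10 isogenic control strain grown at permissive 25 °C; 0% = DMSO yeast wells and 100% = minimal medium wells without yeast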
APJ agonist: agonists of human APJ apelin receptor; AID 2520; CHO-K1 APJ PathHunter beta-arrestin, luminescence; 0% DMSO wells, 100% apelin; actives 0.11% (n = 330,000); activation, % at 20 µM; P35414;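 active means activation more than six SD over the plate average, tested at 20 µM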;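 further: 0% = DMSO alone and 100% = apelin-13 at 10 nM; some results filed as inactive read as strong as hits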
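Incubation: overnight seeding, 90 min compound at 25 °C, 1 h detection; test system: PathHunter CHO-K1 APJ (AGTRL-1) beta-arrestin reporter cells; amount: 1000 cells/well; doses: one dose, 20 µM compound, 1% DMSO; measured by: beta-gal luminescence; measure: agonist-driven arrestin binding to APJ; benchmarks: negative DMSO alone, positive Apelin-13 at 10 nM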
tim23-1 inh: tim23-1 yeast growth inhibition. S. cerevisiae tim23-1 growth, BacTiter-Glo luminescence, 24 h. AID 463212. inhibition, % at 20 µM. actives 1.3% (n = 330,000);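 active means growth inhibition of the mutant yeast at or above 50%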;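 further: temperature-sensitive mutant grown at 25 °C; plate controls were DMSO-treated mutant yeast for no effect and medium wells lacking yeast for full effect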
* marks the source's active call; other numbers are inactive results; nt = no result given.

cpd | Compound | MPTP inh | GRIN3A LBD mod | tim10-1 inh | beta cell repl | APJ antag | NALP3 yeast inh | TIM10 inh | APJ agonist | tim23-1 inh
1 | O=C(NCc1ccncc1)C(=O)NCC1OCCN1S(=O)(=O)c1ccc(Cl)cc1 (stereo not given) | 1.1 | -5 | -16 | 4 | -1 | -1 | 4 | -6 | -3
2 | O=C(CN1CCOCC1)Nc1ccc(Cl)cc1 | -0.6 | -1 | 8 | -3 | 17 | 9 | -9 | -1 | 10
3 | COCCNC(=O)c1ccccc1NC(=O)c1ccccc1N(C)S(C)(=O)=O | -0.3 | -7 | 3 | -1 | -19 | -11 | -11 | -5 | 4
4 | Cc1ccc(-n2nc3c([n+]2[O-])CCc2c-3no[n+]2[O-])cc1 | 1.5 | -2 | 17 | -6 | 15 | -8 | 15 | -4 | 17
5 | COc1cc(OC)c(C2SCCCS2)cc1OC | -4.1 | 9 | 14 | 1 | 6 | 6 | 10 | 3 | 9
6 | Cc1cccc(N2CCN(C(=O)c3cc4c(=O)[nH]c5ccccc5c4n3C)CC2)c1C | -0.8 | -5 | 1 | -2 | 12 | 3 | -1 | 8 | 13
7 | CCCCSCCCNC(=O)Nc1ccc(C)c(C)c1 | 4.4 | -6 | 47* | 0 | 1 | 7 | 1 | -6 | 31
8 | COc1ccc(C(=O)NNC(=O)c2ccncc2)cc1[N+](=O)[O-] | -0.8 | 0 | 2 | 3 | 14 | 5 | 2 | -1 | -7
9 | COC(CNC(=O)CCc1c(C)nc2c(-c3ccc(F)cc3)c(C)nn2c1C)OC | 1.0 | 0 | 27 | -3 | 6 | 3 | 11 | 0 | 6
10 | NC(=O)Cc1c[nH]c2cccc(O)c12 | 1.7 | -1 | -7 | -5 | -18 | 7 | 14 | 11 | 9
11 | Cc1ccc(/C=C/C(=O)NCc2cccs2)c(C)c1 | 0.0 | 2 | 17 | -3 | 5 | 30 | -12 | 2 | 14
12 | COc1ccc(C2=NO[C@H]3C[C@](C(=O)NC(C)C)(S(=O)(=O)c4ccccc4)C[C@@H]23)cc1 | -0.3 | 0 | 0 | -6 | -1 | 5 | -5 | -1 | 0
13 | NC(=S)NN=Cc1ccc(-c2ccc(S(=O)(=O)Nc3ncccn3)cc2)o1 | -0.6 | -1 | 9 | -2 | 13 | 8 | -6 | -4 | 17
14 | COc1cc(/C=C(\C#N)c2nc3ccccc3[nH]2)ccc1Oc1ccc([N+](=O)[O-])cn1 | 78* | 1 | 11 | -3 | 3 | 29 | 29 | 19 | 58*
15 | Cc1ccc(NC(=O)CN(C)C(=O)c2ccccn2)cc1 | -2.0 | 0 | -28 | 1 | 11 | 4 | -3 | 8 | -10
16 | O=S(=O)(CCc1ccncc1)C1Cc2cccc3cccc1c23 (stereo not given) | 4.8 | 0 | 19 | -1 | 7 | -9 | 9 | -4 | 15
17 | Cc1cc(NC(=O)CCC(=O)N(c2ccccc2)C(C(=O)NC2CCCC2)c2ccccc2C)no1 (stereo not given) | -2.6 | 0 | -11 | -2 | 4 | 8 | 15 | -5 | 2
18 | O=C(COC(=O)COc1cc(Cl)c(Cl)cc1Cl)NC1CC1 | -0.1 | 0 | -8 | -1 | 4 | -6 | -14 | -1 | -8
19 | C/C(=N\N1CCN(C)CC1)c1ccc(OC(F)F)cc1 | 1.1 | -14 | 1 | -4 | 10 | 4 | -9 | -3 | 0
20 | O=C(CS(=O)(=O)c1cn(Cc2cccc(F)c2)c2ccccc12)N1CCCCC1 | 2.3 | 0 | 14 | 0 | -9 | 7 | -10 | 2 | 9
21 | COc1ccc(/C=N/Nc2ccc([N+](=O)[O-])cc2S(=O)(=O)N2CCN(C)CC2)cc1 | 2.4 | 0 | 11 | 0 | -24 | 14 | 5 | -3 | 7
22 | FC(F)(F)c1nc2ccccc2n2c(-c3ccc(Cl)cc3Cl)nnc12 | -0.6 | 7 | 32 | 1 | -7 | 26 | 4 | -4 | 49
23 | CCC(=O)Nc1ccc(S(=O)(=O)N2CCc3ccccc3C2)cc1 | -0.2 | -1 | -3 | 0 | -36 | 9 | 5 | -1 | 18
24 | O=C(O)Cc1ccc(NC(=O)c2cnccn2)cc1 | 0.4 | 0 | 1 | -2 | 1 | 11 | 9 | -2 | -10
25 | Cc1ccc(C(=O)Nc2ccc(CC(=O)O)cc2)o1 | 3.0 | 0 | 0 | 1 | 3 | 2 | -1 | -3 | -12
26 | O=C(c1cc(Cl)ccc1Cl)N1CCN(Cc2ccccc2)CC1 | 0.3 | -1 | -2 | 3 | -12 | 7 | -17 | -2 | 18
27 | Cc1cc(C)cc(-n2c(C)cc(/C=N/NC(=O)c3ccncc3)c2C)c1 | -0.3 | 0 | 17 | 4 | 2 | -5 | 23 | -2 | -6
28 | CCOC(=O)N1CCN(CC(O)COCC2=CCC3CC2C3(C)C)CC1 (stereo not given) | 0.6 | -4 | -3 | -1 | -25 | 20 | -26 | 0 | -34
29 | CC(=O)NCCc1ccc(S(=O)(=O)Nc2ccc3c(c2)OCCO3)cc1 | 11 | -1 | 20 | -2 | 23 | 24 | 10 | 0 | -3
30 | Cc1cc(C)n(CCCNC(=O)C(C)(C)Oc2ccc(Cl)cc2)n1 | 0.1 | 0 | 4 | -1 | -5 | 8 | -11 | -4 | 6
31 | COc1ccc(C(=O)N/C(=C\c2ccco2)C(=O)OCc2ccco2)cc1 | 3.8 | 4 | 10 | -1 | -6 | 28 | 1 | 0 | 10
32 | Cc1ccc(C)n1-c1ccc(C(=O)NN)cc1 | -11 | 2 | 15 | 0 | -1 | 14 | -12 | -1 | 3
33 | CCc1ccccc1NC(=O)CCN1C(=O)C2CC=CCC2C1=O (stereo not given) | -2.0 | -1 | -3 | -4 | 7 | 13 | 3 | -5 | 5
34 | COc1ccc(N(CC(=O)Nc2cccc(SC)c2)S(C)(=O)=O)cc1 | -4.8 | -1 | 8 | 0 | 17 | 13 | 3 | -2 | -1
35 | CCCCn1c(Cn2nc(C(=O)O)c3ccccc3c2=O)nc2cc(S(N)(=O)=O)ccc21 | 1.3 | -1 | 1 | 0 | 13 | 12 | -3 | -2 | -4
36 | COC(=O)c1ccccc1NC(=O)CN1CCC(n2nnc3cc(F)ccc32)CC1 | 2.0 | -1 | 9 | -2 | -2 | 2 | -8 | 6 | -19
37 | CCC1(c2ccc(F)cc2)NC(=O)N(CC(=O)Nc2cccnc2Cl)C1=O (stereo not given) | -0.3 | 0 | 12 | 0 | 5 | 30 | 7 | 15 | 6
38 | O=C(c1cnc2n(c1=O)CCS2)N1CCN(c2ccc([N+](=O)[O-])cc2)CC1 | -1.7 | 0 | 14 | 3 | -1 | 3 | -3 | -2 | 3
39 | Cc1n[nH]c(=O)nc1NCc1ccco1 | 1.0 | 1 | -13 | 1 | 0 | 14 | -1 | -1 | 11
40 | COc1ccc(-c2cc(=O)n(-c3nc4ccccc4[nH]3)[nH]2)cc1 | 2.5 | -7 | 17 | -5 | 26 | -4 | 0 | -7 | -8
41 | CC(=O)OCC1=C(C(=O)O)N2C(=O)C(NC(=O)CCn3nc(C(F)(F)F)c(Br)c3C3CC3)C2SC1 (stereo not given) | 20 | -1 | 4 | 5 | -3 | 10 | -2 | -2 | 13
42 | Cc1nnc(NC(=O)CSc2nc(C(C)C)nc3ccccc23)s1 | -0.9 | -1 | 6 | 1 | 9 | 2 | 6 | -7 | 11
43 | O=C(Nc1ccc2[nH]c(=O)[nH]c2c1)c1cc(F)c(F)cc1Cl | 1.7 | 1 | -4 | 2 | 0 | 5 | -1 | -2 | -11
44 | COc1ccc(OC)c(/C=C2\Oc3cc(OCC(=O)N4CCC(C(=O)O)CC4)ccc3C2=O)c1 | -1.9 | 0 | -1 | 1 | 7 | 7 | 11 | -5 | 2
45 | CCOc1cc(/C=C/C(=O)OCC(=O)NCC2CCCO2)cc(Cl)c1OC (stereo not given) | 1.5 | 2 | 3 | 0 | 15 | -7 | -4 | -3 | 13

Taken from above:
NALP3 yeast inh result of compound 45 → -7
TIM10 inh result of compound 39 → -1

(list continues)
cpd | Compound | MPTP inh | GRIN3A LBD mod | tim10-1 inh | beta cell repl | APJ antag | NALP3 yeast inh | TIM10 inh | APJ agonist | tim23-1 inh
46 | O=c1c2[nH]c3ccc(F)cc3c2ncn1CCN1CCOCC1 | 3.6 | 0 | -2 | -1 | 11 | 7 | 5 | -4 | 4
47 | O=C1CCCC/C1=C/Nc1ccc(C(=O)O)cc1 | -1.6 | 0 | -10 | 0 | 10 | -5 | 5 | -3 | 15
48 | CC(=O)Nc1cccc(-c2csc(N)n2)c1 | -2.0 | -2 | -6 | -2 | -8 | 2 | -6 | -2 | -7
49 | O=C1CC(c2ccccc2)CC(O)=C1C=NCc1ccco1 (stereo not given) | -0.6 | nt | 23 | -4 | 6 | 7 | 23 | -3 | 16
50 | Cc1cc(C)n2nc(SCC(=O)NC(=O)c3ccc(OC(F)F)cc3)nc2n1 | -2.3 | 0 | -10 | -2 | 12 | 15 | -10 | -4 | -5
51 | CC(NC(=O)c1ccc2c(c1)OCO2)C(c1cccs1)N1CCOCC1 (stereo not given) | -1.4 | -3 | 24 | 1 | -13 | 4 | 19 | 1 | 22
52 | O=c1[nH]c(=S)[nH]c2c1CN(Cc1ccc(F)cc1)CC2 | 0.0 | -3 | -7 | 2 | -9 | 11 | 2 | 0 | -18
53 | Cc1c(OCC(=O)N2CCC(C(=O)O)CC2)ccc2c1oc(=O)c1ccccc12 | -0.8 | 0 | -7 | -1 | 8 | 11 | -4 | -3 | 6
54 | CCCOc1ccc(CNC(=O)c2ccc3c(c2)N(CC)CCS3)cc1 | -1.8 | -3 | 2 | -2 | 4 | 16 | -2 | -2 | 7
55 | O=C(NCCc1c[nH]c2ccccc12)C(=O)Nc1cc2c3c(c1)CC(=O)N3CCC2 | 0.9 | -3 | 19 | 1 | -1 | 4 | 6 | 0 | 10
56 | COc1ccc(NC(=O)Cc2ccsc2)c(OC)c1 | 0.2 | -1 | -4 | 0 | -13 | 15 | 8 | -1 | 4
57 | CS(=O)(=O)c1ccc(C(=O)N2CCc3ccccc3C2)cc1 | -0.1 | 3 | 3 | -4 | 12 | 0 | 6 | -3 | 6
58 | O=C(COC(=O)CN1C(=O)c2ccccc2C1=O)Nc1ccc(S(=O)(=O)N2CCCC2)cc1 | -1.3 | 2 | 5 | -1 | 3 | 3 | -4 | 8 | 8
59 | COc1ccc(CCN2CC(C(=O)NC3CCOCC3)CCC2=O)cc1 (stereo not given) | 0.5 | -4 | -10 | -1 | -10 | -4 | -11 | -1 | -11
60 | CCc1cc(C(=O)OC)c(NC(=O)CC2SC(N)=NC2=O)s1 (stereo not given) | 1.0 | 0 | 10 | -2 | 7 | 6 | 0 | -4 | 0
61 | COc1ccc2ccccc2c1C1CC(=O)N2CN(C)CSC2=C1C#N (stereo not given) | 7.1 | -3 | 36 | -4 | -15 | 15 | 9 | 4 | 16
62 | O=C(c1cc([N+](=O)[O-])ccc1N1CCOCC1)N1CCN(S(=O)(=O)c2cc(Cl)ccc2Cl)CC1 | -1.4 | 4 | 3 | 3 | 5 | 7 | 20 | 4 | 0
63 | Cc1cccc2c1CC(C)(C)N=C2C1=C(O)CCCC1=O | -3.4 | 14* | 0 | 1 | 13 | 12 | -11 | -1 | -5

Marked active in GRIN3A LBD mod, among the entries above:
entry | SMILES | MPTP inh | GRIN3A LBD mod | APJ antag | NALP3 yeast inh
63 | Cc1cccc2c1CC(C)(C)N=C2C1=C(O)CCCC1=O | -3.4 | 14* | 13 | 12
